Source: PubChem (Broad Institute)
NFkB SMM – NF-kappa-B p105 (human) binding; Small molecule microarray, anti-His fluorescence binding; calls only; 1.3% of 17,000 active; AID 624139;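 active = spot fluorescence over background significantly raised, with a chance value under 7% in all four replicate spots of the compound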;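 also: probe protein is his-tagged human p50 processed subunit at 1 µg/ml; raw spot fluorescence signals with no normalization applied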
Target sequence (P19838 1-433 limits assumed): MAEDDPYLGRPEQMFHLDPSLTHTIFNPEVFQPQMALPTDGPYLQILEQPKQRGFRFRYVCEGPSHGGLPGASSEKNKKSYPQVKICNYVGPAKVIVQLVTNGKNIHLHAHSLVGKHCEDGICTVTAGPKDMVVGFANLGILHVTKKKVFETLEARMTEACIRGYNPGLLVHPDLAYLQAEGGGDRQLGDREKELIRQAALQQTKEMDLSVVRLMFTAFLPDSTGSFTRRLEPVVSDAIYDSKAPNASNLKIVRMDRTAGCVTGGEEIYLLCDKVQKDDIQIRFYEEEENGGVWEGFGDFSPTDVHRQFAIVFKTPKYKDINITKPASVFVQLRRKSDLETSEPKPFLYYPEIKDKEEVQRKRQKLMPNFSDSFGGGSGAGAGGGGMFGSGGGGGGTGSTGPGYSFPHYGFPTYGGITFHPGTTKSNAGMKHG
Calls only; i = inactive; + = active, no number. Only part of the results is shown; the hit share may differ from the screen's.

SMILES	NFkB SMM
C=CCNC(=O)[C@@H]1[C@H]2C(=O)O[C@H](c3ccccc3)[C@H](c3ccccc3)N2[C@H](c2ccc(O)cc2)[C@@]12C(=O)N(C(=O)OCCOC)c1ccc(C#Cc3ccc(OC)cc3)cc12	i
CCCc1ccc(-c2cc(C(=O)NCc3ccccn3)c3ccccc3n2)cc1	i
Cn1nc(-c2ccc(NCc3cccnc3)c([N+](=O)[O-])c2)c2ccccc2c1=O	i
C[C@@H]1CN([C@H](C)CO)C(=O)Cc2cc(NC(=O)Nc3ccc(F)cc3)ccc2O[C@H]1CN(C)S(C)(=O)=O	i
C[C@H]1CN([C@@H](C)CO)C(=O)c2cc(NC(=O)Nc3ccc(F)cc3)ccc2O[C@H]1CN(C)S(=O)(=O)c1cccs1	i
COCC1=C([C@H](O)CCc2ccccc2)[C@H](CO)[C@@H]2C(=O)N(Cc3ccccc3)C(=O)[C@@H]2C1	i
COCCNS(=O)(=O)c1cc(OC)c(C)cc1C	i
COc1ccccc1NC(=O)NCCc1ccncc1	i
C[C@H](CO)N1C[C@H](C)[C@H](CN(C)CC2CC2)Oc2c(NC(=O)c3cnccn3)cccc2C1=O	i
COc1ccc(CN(C)C[C@@H]2Oc3ccc(NC(=O)Nc4ccc(OC)cc4)cc3CC(=O)N([C@H](C)CO)C[C@@H]2C)cc1	i
COC(=O)c1ccc(Cl)c(NC(=O)CSc2nc(-c3ccccc3)cc(C(F)(F)F)n2)c1	i
COc1ccc(CN(C)C[C@@H]2Oc3c(NS(=O)(=O)c4ccc(Cl)cc4)cccc3C(=O)N([C@@H](C)CO)C[C@H]2C)cc1	i
COc1ccc(COCC23N=C4SCc5ccccc5C(=O)N4[C@H](c4ccccc4O2)[C@H]3COC(=O)c2ccccc2)cc1	i
CC(C)NC(=O)N(C)C[C@H]1OCCCC[C@H](C)Oc2ccc(NC(=O)CCC(F)(F)F)cc2C(=O)N([C@@H](C)CO)C[C@@H]1C	i
Cc1sc2ncn(CC(=O)NCc3ccco3)c(=O)c2c1C	i
Cc1noc(C)c1S(=O)(=O)Nc1ccc2c(c1)CC(=O)N([C@@H](C)CO)C[C@H](C)[C@H](CN(C)C(=O)Nc1ccc(C(F)(F)F)cc1)O2	i
COc1ccc(CCNC(=O)c2cc(-c3ccncc3)nc3c(Cl)cccc23)cc1OC	i
C=CCN1Cc2ccccc2[C@H]2OC(c3ccc(OCCCO)cc3)=N[C@@]2(CC=C)C1=O	i
O=C1O[C@H](c2ccccc2)[C@H](c2ccccc2)N2[C@H]1[C@@H](C(=O)NC[C@H](O)c1ccccc1)[C@]1(C(=O)Nc3ccc(C#CC4(O)CCCCCC4)cc31)[C@H]2c1ccc(OCCO)cc1	i
C[C@@H]1CCCCO[C@H](CN(C)Cc2ccncc2)[C@@H](C)CN([C@@H](C)CO)C(=O)c2cc(NS(C)(=O)=O)ccc2O1	i
C[C@@H]1CN([C@H](C)CO)C(=O)c2cc(NC(=O)c3ccncc3)ccc2O[C@@H](C)CCCCO[C@@H]1CN(C)Cc1ccncc1	i
Cc1noc(C)c1NC(=O)Nc1cccc2c1O[C@H](CN(C)C)[C@@H](C)CN([C@H](C)CO)C2=O	i
C[C@@H]1CN([C@@H](C)CO)C(=O)Cc2cc(NS(=O)(=O)c3ccccc3)ccc2O[C@H]1CN(C)C(=O)Nc1cccc2ccccc12	i
C[C@@H]1CN([C@@H](C)CO)C(=O)CCCn2cc(nn2)CO[C@@H]1CN(C)Cc1ccc2cccnc2c1	i
C=CCOC(=O)[C@H]1[C@@H]2C(=O)O[C@@H](c3ccccc3)[C@@H](c3ccccc3)N2[C@@H](c2ccc(OCCOC(=O)[C@@H]3C[C@@H]4C(=O)N[C@@H](Cc5ccccc5)C(=O)N4[C@@H]3c3ccc(O)cc3)cc2)[C@]12C(=O)Nc1ccccc12	i
C[C@@H]1CN([C@@H](C)CO)C(=O)c2cccc(N(C)C)c2O[C@@H]1CN(C)Cc1ccc(C(=O)O)cc1	i
C[C@H](CO)N1C[C@H](C)[C@@H](CN(C)C(=O)Nc2ccc(C(F)(F)F)cc2)OCCCC[C@H](C)Oc2ccc(NS(C)(=O)=O)cc2C1=O	i
CC1=C2CCC(C(=O)O)=CC2C(C(C)C)CC1 (centres undefined)	i
CNC[C@@H]1OCCCC[C@@H](C)Oc2ccc(NC(=O)NC(C)C)cc2C(=O)N([C@H](C)CO)C[C@H]1C	i
O=C1O[C@@H](c2ccccc2)[C@@H](c2ccccc2)N2[C@@H](c3ccc(O)cc3)[C@]3(C(=O)Nc4ccc(C#CCCO)cc43)[C@@H](C(=O)N3CCN(c4ncccn4)CC3)[C@H]12	i
Cc1cc(O)c(Cc2c(O)cc(C)c(C=O)c2O)c(O)c1C	i
O=C(OC[C@H]1O[C@@H](Oc2ccc(O)cc2COC(=O)C2(O)C=CCCC2=O)[C@H](O)[C@@H](O)[C@@H]1O)c1ccccc1 (some centres undefined)	i
C[C@@H]1CCCCO[C@H](CN(C)C(=O)C2CCCCC2)[C@H](C)CN([C@@H](C)CO)C(=O)c2cc(NS(=O)(=O)c3ccccc3)ccc2O1	i
CCOC(=O)c1c(NC(=O)CN2C(=O)c3ccccc3C2=O)sc2c1CCC(C)C2 (centres undefined)	i
C[C@@H]1CCCCO[C@H](CN(C)S(=O)(=O)c2ccc(F)cc2)[C@@H](C)CN([C@H](C)CO)C(=O)c2cc(NC(=O)Nc3ccc(F)cc3)ccc2O1	i
CCCC(O)C#Cc1cnc2c(c1)C(=O)N([C@H](C)CO)C[C@H](C)[C@H](CN(C)C(=O)Nc1ccc(F)cc1)O2 (some centres undefined)	i
O=C(CSc1ncn[nH]1)N(c1ccccc1)c1ccccc1	i
CCCc1c(OCCCOc2ccc(OCC(=O)O)cc2)ccc(CC=O)c1O	i
CCc1ccccc1NC(=O)CC(O)(C(=O)OC)C(F)(F)F (centres undefined)	i
COc1ccc(COCC23N=C4SCc5ccccc5C(=O)N4[C@H](c4ccccc4O2)[C@H]3CO[Si](C)(C)C(C)(C)C)cc1	i
C[C@H](CO)N1C[C@H](C)[C@@H](CN(C)C(=O)C2CCCCC2)OCCCC[C@H](C)Oc2ccc(NC(=O)Nc3ccccc3)cc2C1=O	i
C[C@@H]1CN([C@H](C)CO)C(=O)c2cccc(NC(=O)Nc3ccc(C(F)(F)F)cc3)c2O[C@@H]1CN(C)S(=O)(=O)c1ccc(Cl)cc1	i
COc1ccccc1NC(=O)CSc1nc(-c2ccccc2)cc(=O)[nH]1	i
CC(C)NC(=O)N(C)C[C@@H]1Oc2ccc(NC(=O)CCN3CCOCC3)cc2CC(=O)N([C@H](C)CO)C[C@@H]1C	i
COC(=O)C1(Cc2ccc(O)cc2)OC(=O)C(OC)=C1c1ccc(O)cc1 (centres undefined)	i
COCCCNC(=O)[C@@]1(Cc2ccccc2)COC(c2ccc(OCCCO)cc2)=N1	i
C[C@H]1CN([C@@H](C)CO)C(=O)Cc2cc(NC(=O)C3CC3)ccc2O[C@H]1CN(C)C(=O)Nc1cccc2ccccc12	i
CC(C)NC(=O)N(C)C[C@H]1OCCCC[C@H](C)Oc2ccc(NS(C)(=O)=O)cc2C(=O)N([C@@H](C)CO)C[C@H]1C	i
C[C@@H]1CN([C@H](C)CO)C(=O)c2cccc(NS(C)(=O)=O)c2O[C@@H]1CN(C)C	i
C=C(C(=O)O)[C@@H]1CC[C@@]2(C)CC(=O)C=C(C)C2C1 (some centres undefined)	i
Further records:
SMILES	NFkB SMM
COc1ccc(CN(C)C[C@@H]2OCCCC[C@@H](C)Oc3ccc(NC(=O)NC(C)C)cc3C(=O)N([C@@H](C)CO)C[C@@H]2C)cc1	i
CCCCc1nn(-c2ccccc2C(F)(F)F)c(=O)n1Cc1ccc(-c2ccccc2S(=O)(=O)NC(=O)c2sccc2C)cc1	+
CC(Sc1nc(N)cc(N)n1)C(=O)Nc1ccc(Cl)cc1 (centres undefined)	i
C[C@H](CO)N1C[C@H](C)[C@H](CN(C)Cc2ccncc2)OCCCC[C@H](C)Oc2ccc(NC(=O)CCCN(C)C)cc2C1=O	i
C[C@@H]1CN([C@@H](C)CO)C(=O)c2cccc(NC(=O)c3ccncc3)c2O[C@H]1CN(C)Cc1ccc(Cl)c(Cl)c1	i
CCO[C@@H]1OC(C(=O)N2CCN(Cc3ccc4c(c3)OCO4)CC2)=C[C@H](C(C)(C)C)[C@H]1CCCO	i
C[C@@H]1CN([C@H](C)CO)C(=O)CCCn2cc(nn2)CO[C@H]1CN(C)C(=O)Nc1ccnc(N2CCOCC2)c1	i
C[C@@H]1CCCCO[C@@H](CN(C)C(=O)C2CCCCC2)[C@H](C)CN([C@H](C)CO)C(=O)c2cc(NC(=O)Nc3ccc4c(c3)OCO4)ccc2O1	i
C[C@@H]1CN([C@@H](C)CO)C(=O)c2cccc(NS(=O)(=O)c3ccc(Cl)cc3)c2O[C@@H]1CN(C)CC1CC1	i
O=C1N(CCS(=O)(=O)c2ccccc2)Cc2ccccc2[C@@H]2OC(c3ccc(OCCCO)cc3)=N[C@]12CCS(=O)(=O)c1ccccc1	i
O=C(O)c1cc(NC(=O)C2CCCO2)cc(NC(=O)C2CCCO2)c1 (centres undefined)	i
C[C@@H]1CN([C@H](C)CO)C(=O)c2cc(NS(=O)(=O)c3ccc(Cl)cc3)ccc2O[C@H]1CN(C)C	i
COc1cccc(OCCSc2nc(N)cc(N)n2)c1	i
C[C@@H]1CCCCO[C@@H](CN(C)C(=O)CCCN(C)C)[C@@H](C)CN([C@@H](C)CO)C(=O)c2cc(NS(=O)(=O)c3ccccc3)ccc2O1	i
C[C@@H]1CN([C@@H](C)CO)C(=O)Cc2cc(NC(=O)C3CC3)ccc2O[C@@H]1CN(C)C(=O)Nc1ccc(F)cc1	i
COc1ccc(S(=O)(=O)Nc2ccc3c(c2)C(=O)N([C@@H](C)CO)C[C@H](C)[C@@H](CN(C)S(=O)(=O)c2ccc(OC)cc2)O3)cc1	i
COc1ccc(-n2c(CCn3c4ccccc4c4ccccc43)n[nH]c2=S)cc1	i
C[C@H](CO)N1C[C@H](C)[C@@H](CN(C)C(=O)Nc2ccc(C(F)(F)F)cc2)Oc2ccc(NC(=O)Nc3ccccc3)cc2C1=O	i
COc1ccc(CCNC(=O)[C@@H]2c3ccccc3C(=O)N(Cc3ccccc3OC)[C@H]2c2ccc(CO)cc2)cc1	i
C#Cc1ccc([C@H]2C=C(C(=O)N3CCOCC3)O[C@@H](OCC)[C@@H]2CCCO)cc1	i
Cc1ccc(S(=O)(=O)N(C)CC(=O)Nc2ccc(C#N)cc2)cc1	i
C[C@H]1CN([C@@H](C)CO)C(=O)c2cccc(NC(=O)c3ccc(-c4nccs4)cc3)c2O[C@H]1CN(C)C(=O)Nc1cccc2ccccc12	i
C[C@H]1CCCCO[C@H](CN(C)C(=O)c2ccccc2)[C@@H](C)CN([C@@H](C)CO)C(=O)c2cc(NS(=O)(=O)c3cn(C)cn3)ccc2O1	i
CC(=O)c1cccc(NC(=O)CSc2nnc3c(n2)[nH]c2ccccc23)c1	i
C[C@H](CO)N1C[C@H](C)[C@H](CN(C)CC2CC2)Oc2ccc(NS(C)(=O)=O)cc2CC1=O	i
C[C@H](CO)N1C[C@H](C)[C@H](CN(C)C)Oc2ccc(NS(=O)(=O)c3cccs3)cc2C1=O	i
C=CCNC(=O)[C@@H]1[C@H]2C(=O)O[C@H](c3ccccc3)[C@H](c3ccccc3)N2[C@H](c2ccc(O)cc2)[C@@]12C(=O)Nc1ccc(C#Cc3ccc(OC)cc3)cc12	i
COc1ccc(NC(=O)Nc2ccc3c(c2)C(=O)N([C@H](C)CO)C[C@H](C)[C@H](CN(C)C)O3)cc1	i
C[C@@H]1CCCCO[C@@H](CN(C)C(=O)Nc2ccc(F)cc2)[C@@H](C)CN([C@@H](C)CO)C(=O)c2cc(N(C)C)ccc2O1	i
CNC[C@H]1Oc2ccc(NC(=O)Nc3c(C)noc3C)cc2CC(=O)N([C@@H](C)CO)C[C@@H]1C	i
C[C@@H]1CN([C@@H](C)CO)C(=O)c2cc(N(C)C)ccc2O[C@H]1CN(C)C	i
C[C@@H]1CN([C@@H](C)CO)C(=O)Cc2cc(NC(=O)c3ccncc3)ccc2O[C@@H]1CN(C)S(=O)(=O)c1cn(C)cn1	i
CC[C@H](C)[C@H]1O[C@]2(CC[C@@H]1C)C[C@@H]1C[C@@H](C/C=C(\C)[C@@H](O[C@H]3C[C@H](OC)[C@@H](O[C@H]4C[C@H](OC)[C@@H](O)[C@H](C)O4)[C@H](C)O3)[C@@H](C)/C=C/C=C3\CO[C@@H]4[C@H](O)C(C)=C[C@@H](C(=O)O1)[C@]34O)O2	i
CN1CCN(C(=O)C2=C[C@@H](c3ccccc3)C[C@@H](OCc3ccc(CO)cc3)O2)CC1	i

Structural class, the entries above containing a CF3 group (eight)
SMILES	NFkB SMM
COC(=O)c1ccc(Cl)c(NC(=O)CSc2nc(-c3ccccc3)cc(C(F)(F)F)n2)c1	i
CC(C)NC(=O)N(C)C[C@H]1OCCCC[C@H](C)Oc2ccc(NC(=O)CCC(F)(F)F)cc2C(=O)N([C@@H](C)CO)C[C@@H]1C	i
Cc1noc(C)c1S(=O)(=O)Nc1ccc2c(c1)CC(=O)N([C@@H](C)CO)C[C@H](C)[C@H](CN(C)C(=O)Nc1ccc(C(F)(F)F)cc1)O2	i
C[C@H](CO)N1C[C@H](C)[C@@H](CN(C)C(=O)Nc2ccc(C(F)(F)F)cc2)OCCCC[C@H](C)Oc2ccc(NS(C)(=O)=O)cc2C1=O	i
CCc1ccccc1NC(=O)CC(O)(C(=O)OC)C(F)(F)F (centres undefined)	i
C[C@@H]1CN([C@H](C)CO)C(=O)c2cccc(NC(=O)Nc3ccc(C(F)(F)F)cc3)c2O[C@@H]1CN(C)S(=O)(=O)c1ccc(Cl)cc1	i
CCCCc1nn(-c2ccccc2C(F)(F)F)c(=O)n1Cc1ccc(-c2ccccc2S(=O)(=O)NC(=O)c2sccc2C)cc1	+
C[C@H](CO)N1C[C@H](C)[C@@H](CN(C)C(=O)Nc2ccc(C(F)(F)F)cc2)Oc2ccc(NC(=O)Nc3ccccc3)cc2C1=O	i
